Bioassay records (PubChem BioAssay)
Nrf2 ARE act: activators of Nrf2 (ARE) signaling; AREc32 ARE-luciferase reporter (MCF7-derived line), luminescence, 24 h; Potency, µM (series often up to 46.1 µM), without a hit: at the highest dose activation, most hits filed as activators; actives 0.31% (n = 410,000); AID 624171; also: potency is read from the fitted curve at half-maximal effect; % of control where 0% means no effect; nearly all actives have a fitted effect of over 65% in size
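AREc32_Fluc, 1000 cells/well, OPTI-MEM + 5% FBS, o/n 37 deg C 5% CO2; 23 nL cpd by pin tool, 24 hr; Steady-Glo 30 min RT, luminescence.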
TGFb SMAD3 inh: inhibitors of TGF-b signaling | Potency, µM (series often up to 46.1 µM), for inactives: at the top dose activity, negative = inhibition, hits mostly inhibitors | actives 1.2% (n = 410,000) | HepG2 CAGA-GFP TGF-b/SMAD3 reporter, GFP fluorescence, 18 h; TGF-beta stimulated, 500 pg/mL final; also: potency is read from the fitted curve at half-maximal effect; % is scaled to controls: 0 for no effect and ±100 for the full control effect; nearly all actives have a fitted effect of over 65% in size
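HEPG2 CAGA-GFP reporter cells (1000/well, DMEM with 1% FBS) received compounds, then recombinant TGF-beta at 500 pg/mL final for 18 hours at 37 degrees C. Per-cell GFP summed per well was normalised to unstimulated and stimulated DMSO controls before curve fitting.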
A549 viability: kills or reduces viability of A549 cells in Nrf2 counter-screen; Potency, µM (titrated, usually from 46 µM), for inactives: at the top dose activity change, negative = cytotoxicity, usual class: inhibitors; A549 ARE-Fluc cells, CellTiter-Fluor viability, 18-24 h; actives 0.16% (n = 390,000); also: potency is read from the fitted curve at half-maximal effect; % is scaled to controls: 0 for no effect and ±100 for the full control effect
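Cytotoxicity counterscreen: CellTiter-Fluor fluorescence was measured in A549 ARE_Fluc cells after 18-24 h of compound exposure in a concentration series. The subsequent BugLite luminescent read reports ARE-luciferase activity.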
IL1B secr inh: inhibitors of inflammasome signaling (IL-1 beta secretion); AID 743279; THP-1 LPS/ATP IL-1B secretion, AlphaLISA, 16 h; active compounds read low; activity change, % at 57.5 µM; actives 4.7% (n = 360,000); in the data active = activity change below about -50%; inconclusive = mostly about -30% to -49%; also: % is scaled to controls: 0 for no effect and ±100 for the full control effect
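Secreted IL-1B measured by AlphaLISA bead assay after 16 h compound exposure of THP-1 cells; compounds (final up to 57.5 uM) added 1 h before LPS (250 ng/mL) and ATP (1.25 mM) stimulation; lower signal means less secretion.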
Nrf2 inh: inhibitors of Nrf2 signaling | A549 ARE-Fluc reporter, luciferase luminescence, 18-24 h | Potency, µM (highest dose often 46 µM), for inactives: top-dose activity change, negative = inhibition, actives largely listed as inhibitors | actives 2.1% (n = 360,000); also: potency is read from the fitted curve at half-maximal effect; % is scaled to controls: 0 for no effect and ±100 for the full control effect; nearly all actives have a fitted effect of over 60% in size
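Reporter: ARE-Fluc in A549. Exposure: 18-24 h, 37 °C, 5% CO2, 5% FBS OPTI-MEM. Readouts: fluorescent cytotoxicity (CellTiter-Fluor), then luminescent Nrf2 signal after BugLite.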
HepG2 viability: counter-screen for TGF-b inhibitors: cytotoxicity in HepG2 cells; HepG2 CAGA-GFP viability, ATP luminescence, 18 h; Potency, µM (doses to about 46.1 µM), for inactives: at the top dose activity change, negative = cytotoxicity, most hits filed as cytotoxic; actives 0.76% (n = 410,000); AID 588856; also: potency is read from the fitted curve at half-maximal effect; some results filed as inactive show a strong effect at the top dose
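CellTiter-Glo luminescence gave cytotoxicity after 18 hours at 37 degrees C. The cells were HepG2 CAGA-GFP in 1% FBS DMEM, stimulated with 500 pg/mL TGF-beta after compound addition. %Activity was normalised to no-cell wells (complete cell-killing) and DMSO (no toxicity), and curves were fitted and classified.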
ATXN2 expr inh: inhibitors of ATXN2 expression; Potency, µM (doses to about 57 µM), without a hit: at the highest dose activity change, negative = inhibition, usual class: inhibitors; HEK-293 ATXN2-luciferase reporter, luminescence, 24 h; actives 0.72% (n = 360,000); also: potency is read from the fitted curve at half-maximal effect; % is scaled to controls: 0 for no effect and ±100 for the full control effect; nearly all actives have a fitted effect of over 55% in size
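qHTS (up to 57 uM final) was run with 24 h compound exposure of reporter cells at 37 °C. Each well was multiplexed: SteadyGlo luminescence measured ATXN2-luciferase expression after a fluorogenic Gly-Phe-AFC viability readout (25 uM final).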
MCF10A rerep: induces DNA re-replication in MCF 10a normal breast cells. MCF 10A DNA re-replication, Hoechst nuclear intensity, 48 h. Potency, µM (highest dose often 46.1 µM), for inactives: top-dose activity, positive = re-replication, most hits filed as activators. AID 624296. actives 2.9% (n = 350,000); also: potency is read from the fitted curve at half-maximal effect; % of control where 0% means no effect; nearly all actives have a fitted effect of over 50% in size
ATXN viability: cell viability loss in ATXN counter-screen | actives 0.49% (n = 400,000) | AID 651635 | Potency, µM (titrated, usually from 56.7 µM), hits mostly cytotoxic | S2 cells (HEK-293 line with an ATXN2-luciferase reporter) viability, CellTiter-Fluor protease fluorescence, 24 h; also: potency is read from the fitted curve at half-maximal effect; nearly all actives have a fitted effect of over 40% in size
Active calls of the source: *; i = inactive; ? = inconclusive; . = not tested or not shown; & = joins results of further samples; [ ] = another dose, or the depositor's remark. Unless noted, calls follow the shape of the dose curve; as a rule, active = well fitted curve in the direction sought with a large enough effect; inconclusive = small, poorly fitted or top-dose-only effect, or another doubt; inactive = no such curve, though single readings can be large; an effect the other way counts as inactive or inconclusive.

cpd	Structure	Nrf2 ARE act	TGFb SMAD3 inh	A549 viability	IL1B secr inh	Nrf2 inh	HepG2 viability	ATXN2 expr inh	MCF10A rerep	ATXN viability
1	O=C(Nc1cccc(S(=O)(=O)Nc2ccc(SC(F)F)cc2)c1)C1CCC1	3.3%	-8%	-16%	-1	?	-18%	-27%	?	i
2	COc1ccccc1NC(=O)Cn1c(C)cc(C)c(C#N)c1=O	-1.2%	0%	4%	.	.	1%	10%	.	i
3	CC(C)[C@H](NC(=O)c1ccccc1)C(=O)OCC(=O)N1CC2(C)CC1CC(C)(C)C2 (stereo not given in full)	0.3%	11%	0%	i	10%	2%	-2%	?	i
4	CC(C)(C)c1ccc(C(=O)c2c[nH]c(C(=O)O)c2)cc1	2.1%	33%	4%	15	26%	17%	87%[activator]	-1%	i
5	CCC(C)NC(=O)Cn1ccc2cc(S(=O)(=O)N3CCCCCC3)ccc21 (stereo not given)	-0.1%&0.1%	0%&-8%	-9%&10%	-10	?	7%&-8%	-5%&-4%	-2%	i
6	COc1ccc(N2C(=O)CSC2c2cccs2)cc1 (stereo not given)	1.7%	9%	-1%	11	0%	12%	-6%	?	i
7	O=C(NCc1ccc(N2CCCC2=O)cc1)c1cccc(Cl)c1	-0.5%	19%	-2%	42	3%	6%	-10%	-2%	i
8	COc1ccc(OCCCC(=O)N2CCCc3ccccc32)cc1	-0.6%	0%	2%	-15	4%	8%	5%	-27%	i
9	Cc1nc(SCc2nc3c(O)cccc3[nH]2)c2oc3ccccc3c2n1	3.9%	-1%	-1%	.	8%	-20%	10%	28%	i
10	Cc1nc(N2CCN(S(=O)(=O)c3cccc4nonc34)CC2)c2c3c(sc2n1)CCCC3	0.1%	7%	-8%	-3	-3%	-2%	-1%	18µM*	i

An excerpt of these results, with values under each structure:
Values run as follows: Nrf2 ARE act, TGFb SMAD3 inh, A549 viability, IL1B secr inh, Nrf2 inh, HepG2 viability, ATXN2 expr inh, MCF10A rerep, ATXN viability
(9) Cc1nc(SCc2nc3c(O)cccc3[nH]2)c2oc3ccccc3c2n1
 : 3.9%, -1%, -1%, ., 8%, -20%, 10%, 28%, i
(7) O=C(NCc1ccc(N2CCCC2=O)cc1)c1cccc(Cl)c1
 : -0.5%, 19%, -2%, 42, 3%, 6%, -10%, -2%, i

More compounds follow.
cpd	Structure	Nrf2 ARE act	TGFb SMAD3 inh	A549 viability	IL1B secr inh	Nrf2 inh	HepG2 viability	ATXN2 expr inh	MCF10A rerep	ATXN viability
11	O=C(NC1=NCCS1)c1ccc(OCC2CCCO2)cc1 (stereo not given)	-0.8%	-4%	-3%	10	?	-3%	-20%	12%	i
12	O=C1C(c2ccc(F)cc2)N(Cc2ccc3c(c2)OCO3)C(=O)CN1C1CCCC1 (stereo not given)	0.2%	?	-1%	-6	.	3%	2%	-21%	i
13	COc1cc2ccccc2cc1C(=O)Nc1ccc(Br)cn1	14%	0%	8%	16	24%	-10%	6%	?	i
14	COc1cc(OC)nc(NC2OC(=O)c3ccccc32)n1 (stereo not given)	-0.8%	0%	1%	-1	5%	4%	0%	0%	i
15	Cc1ccc(S(=O)(=O)N2CCN(C(=O)COC(=O)Cc3c(F)cccc3Cl)CC2)c(C)c1	-0.6%	0%	4%	-9	2%	-1%	5%	-10%	i
16	Cc1c(NC(=S)NC(=O)c2ccccc2)c(=O)n(-c2ccccc2)n1C	-0.6%	5%	7%	4	2%	-24%	0%	-4%	i
17	Cc1cc(C(=O)N2CCCC(Nc3ccccc3)C2)c2ccc(F)cc2n1 (stereo not given)	0.8%	2%	-6%	20	2%	9%	.	5%	i
18	CCN1CCN(CCCNC(=O)c2ccc(/C=C3/Oc4ccccc4N(Cc4cccc(C)c4)C3=O)cc2)CC1	3.9%	-9%	3%	21	1%	-17%	.	1.8µM*	i
19	CC(NC(=O)COc1ccccc1)C(=O)N1CCN(c2ccc(F)cc2)CC1 (stereo not given)	-0.3%	-5%	1%	7	5%	-5%	-6%	11%	?
20	CCSc1nnc(NC(=O)Cc2ccccc2OC)s1	-0.7%	13%	6%	2	-14%	4%	2%	-8%	i
21	O=C(Cc1ccccc1)NNS(=O)(=O)c1ccc(F)cc1	-0.5%	1%	6%	-8	-13%	-3%	.	21%	i
22	CCn1c(CN2C(=O)CSc3ccccc32)n[nH]c1=S	0.0%	-8%	-1%	-9	2%	-12%	-11%	-1%	i
23	COc1ccc(N2CCN(c3ccc(NC(=O)c4ccc5c(c4)OCO5)cc3C#N)CC2)cc1	-0.6%	-3%	-1%	24	8%	-6%	2%	0%	i
24	CN1CCc2c(sc3c2C(=O)NC(c2cn(Cc4ccccc4)c4ccccc24)N3)C1 (stereo not given)	5.0%	1.3µM*	-1%	?	-15%	-54%	?	?	i
25	CCOC(=O)c1[nH]c2c(c1Cc1ccccc1C)C(=O)CC(c1ccccc1)C2 (stereo not given)	1.1%	-16%	-5%	.	?	0%	1%	.	i
26	CCOC(=O)C1CCN(C(=O)c2ccc3c(c2)NC(=O)/C(=C\c2cccc(C)c2)S3)CC1	0.4%	-12%	9%	-19	-25%	-1%	.	?	?
27	COc1ccc(-n2c(=O)c3ccccc3n(Cc3cccc(C)c3)c2=O)cc1	-1.3%	?	1%	.	21%	6%	10%	.	i
28	COc1ccc(OC)c(CCNC(=O)c2ccccc2NC(=O)C2=C(C)OCCS2)c1	2.7%	-17%	4%	0	-23%	-15%	-9%	1%	i
29	COc1ccc(NC(=O)CN(C)C(=O)c2ccc(NS(=O)(=O)c3cccc([N+](=O)[O-])c3)cc2)cc1	-0.2%	-5%	1%	6	-24%	-4%	-5%	-19%	i
30	CC(=O)c1ccc(NC(=O)C2CCN(c3nnc(C)c4c(C)n(-c5ccccc5)nc34)CC2)cc1	-0.7%	?	-23%	.	?	-3%	.	.	.

Sorted by count of non-hydrogen atoms (lowest first): part of the list above
cpd	Structure	Nrf2 ARE act	TGFb SMAD3 inh	A549 viability	IL1B secr inh	Nrf2 inh	HepG2 viability	ATXN2 expr inh	MCF10A rerep	ATXN viability
22	CCn1c(CN2C(=O)CSc3ccccc32)n[nH]c1=S	0.0%	-8%	-1%	-9	2%	-12%	-11%	-1%	i
27	COc1ccc(-n2c(=O)c3ccccc3n(Cc3cccc(C)c3)c2=O)cc1	-1.3%	?	1%	.	21%	6%	10%	.	i
25	CCOC(=O)c1[nH]c2c(c1Cc1ccccc1C)C(=O)CC(c1ccccc1)C2 (stereo not given)	1.1%	-16%	-5%	.	?	0%	1%	.	i
24	CN1CCc2c(sc3c2C(=O)NC(c2cn(Cc4ccccc4)c4ccccc24)N3)C1 (stereo not given)	5.0%	1.3µM*	-1%	?	-15%	-54%	?	?	i
26	CCOC(=O)C1CCN(C(=O)c2ccc3c(c2)NC(=O)/C(=C\c2cccc(C)c2)S3)CC1	0.4%	-12%	9%	-19	-25%	-1%	.	?	?
23	COc1ccc(N2CCN(c3ccc(NC(=O)c4ccc5c(c4)OCO5)cc3C#N)CC2)cc1	-0.6%	-3%	-1%	24	8%	-6%	2%	0%	i
29	COc1ccc(NC(=O)CN(C)C(=O)c2ccc(NS(=O)(=O)c3cccc([N+](=O)[O-])c3)cc2)cc1	-0.2%	-5%	1%	6	-24%	-4%	-5%	-19%	i

Next part:
cpd	Structure	Nrf2 ARE act	TGFb SMAD3 inh	A549 viability	IL1B secr inh	Nrf2 inh	HepG2 viability	ATXN2 expr inh	MCF10A rerep	ATXN viability
31	COc1ccc(NC(=O)CN(C)C(=O)c2cccc(S(=O)(=O)N3CCN(c4ccccc4)CC3)c2)cc1	0.3%	-13%	-15%	?	16µM*	-10%	-13%	?	i
32	O=C(CSc1nnc(-c2cccnc2)n1-c1ccccc1)Nc1ccccc1	0.5%	-1%	-2%	-10	-1%	-8%	-7%	8%	i
33	CCOCCCn1c(=N)c(C(=O)NCC2CCCO2)cc2c(=O)n3cccc(C)c3nc21 (stereo not given)	-1.1%	-10%	?	.	5%	-4%	-10%	.	.
34	Cc1ccccc1-c1nnc(SCCC(=O)N2CCOCC2)o1	0.2%	40%[activator]	0%	6	-1%	23%	-9%	-6%	i
35	Cc1onc(-c2ccccc2Cl)c1C(=O)N(C)C1CCCCC1	0.0%	?	-2%	22	3%	-5%	-13%	3%	i
36	CCc1ccc(CNC(=O)CN2C(=O)CCn3nc(-c4cn(C)c5ccccc45)cc32)cc1	0.7%	-6%	3%	.	.	-2%	-8%	.	i
37	Cc1cc[n+](C(C)C(=O)c2ccc(-c3ccccc3)cc2)cc1 (stereo not given)	5.2%	?	-24%	-58*	8.2µM*	-26%	?	2%[9.22 µM]	i
38	O=C(NCc1ccc(F)cc1Cl)C1CCN(S(=O)(=O)N2CCCCC2)CC1	-0.2%	-5%	0%	6	-12%	7%	0%	2%	?
39	COc1ccc(N(CC(=O)NCc2ccc3c(c2)OCO3)S(=O)(=O)c2ccc(O)c(C(=O)O)c2)cc1	0.2%	-6%	5%	-7	6%	-15%	6%	9%	i
40	COc1ccc(/C=C/c2c([N+](=O)[O-])c(=O)n(C)c(=O)n2C)cc1	-0.2%	-1%	1%	-13	-1%	-3%	-9%	-4%	i
41	CCc1nc2ccc(C(=O)NC3CCN(Cc4ccccc4)CC3)cn2c1N(C)Cc1ccc(N(C)C)cc1	1.9%	-6%	.	0	.	-38%	?	.	?
42	CCOc1ccc(NC(=O)CSc2nc(N)c(-c3ccccc3)c(=O)[nH]2)cc1	0.3%	10%	-1%	-6	-7%	5%	-18%[11.3 µM]	-7%	i
